Compound activity deposited in PubChem BioAssay by several laboratories.
NPY1 pot ag: potentiates or activates human NPY-Y1 receptor. P25929. activation, % at 3.6 µM. NPY-Y1 expressing cells, potentiator/agonist activation. 0.37% of 220,000 active; in the data active = activation above about 33%, passing the limit was not always enough;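 note: cells stimulated with NPY at EC10 then isoproterenol at EC100; 0% = low agonist plus stimulus and 100% = saturating agonist plus stimulus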
Mdm2 ligase inh: inhibitors of human Mdm2 E3 ubiquitin ligase; signal enhancement, % at 5 µM; 0.11% of 210,000 active; cell-based MDM2 ubiquitination luciferase reporter, 2 h; 0 = plate control, 100 = twice control, blank-subtracted;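 active = signal enhancement of 30% or more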;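 note: luminescence tracks abundance of the self-degrading MDM2-luciferase fusion protein; higher signal means inhibition of MDM2 E3 ligase activity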
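Test system: mammalian cells stably expressing self-ubiquitinating, self-degrading MDM2 E3–luciferase fusion; Amount: 2000 cells in each well; Medium: DMEM; Schedule: 4 h settle plus 2 h compound, 37 °C; Technique: SteadyLite luciferase luminescence after 15 min room-temperature reagent incubation; Benchmarks: plate control and blank wells.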
NPY-Y2 PAM-ag: potentiators or agonists of human neuropeptide Y receptor Y2 | P49146 | cells expressing NPY-Y2, potentiator/agonist read-out | activation, % at 3.6 µM | 0.45% of 220,000 active | AID 1359; in the data active = activation above about 27%;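 note: cells stimulated with NPY near EC25 plus isoproterenol at EC100; 0% = vehicle plus submaximal agonist and 100% = vehicle plus saturating agonist; some results beyond the cut were filed as inactive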
Runt-SMMHC FRET: blocks binding of human RUNX1 Runt domain to CBFb-SMMHC; Q01196+Q13951; AID 1434; Cerulean-Runt/Venus-CBFb-SMMHC FRET ratio 530/480, 1 h; 0.74% of 220,000 active; inhibition, % at 20 µM;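 active = mean inhibition across duplicate retests at 20 µM reaching about 50%, limit read from the data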;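 note: 0% = DMSO wells and 100% = wells with excess untagged CBFb-SMMHC; inhibitors lower the FRET ratio by blocking Runt binding to CBFb-SMMHC; some results filed as inactive read as strong as hits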
Target sequence (Q01196 whole entry, looked up, the tested form may be a part): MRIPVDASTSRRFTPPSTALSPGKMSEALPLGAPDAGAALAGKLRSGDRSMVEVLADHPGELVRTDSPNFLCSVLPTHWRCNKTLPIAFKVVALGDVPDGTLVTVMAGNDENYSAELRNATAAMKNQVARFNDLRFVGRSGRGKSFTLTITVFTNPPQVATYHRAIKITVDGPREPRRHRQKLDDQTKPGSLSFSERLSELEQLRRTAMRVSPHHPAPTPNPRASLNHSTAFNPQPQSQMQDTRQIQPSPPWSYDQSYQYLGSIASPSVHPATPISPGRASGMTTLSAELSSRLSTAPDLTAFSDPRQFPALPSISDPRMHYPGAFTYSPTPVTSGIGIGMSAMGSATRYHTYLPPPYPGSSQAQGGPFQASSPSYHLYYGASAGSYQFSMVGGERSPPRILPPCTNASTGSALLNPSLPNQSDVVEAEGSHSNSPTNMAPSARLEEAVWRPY
Target sequence (Q13951 whole entry, looked up, the tested form may be a part): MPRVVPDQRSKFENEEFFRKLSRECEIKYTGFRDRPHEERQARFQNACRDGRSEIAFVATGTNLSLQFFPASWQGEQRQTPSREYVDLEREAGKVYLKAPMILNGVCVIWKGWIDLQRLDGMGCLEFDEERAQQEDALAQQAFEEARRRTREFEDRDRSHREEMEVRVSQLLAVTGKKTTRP
Runt-CBFb FRET: blocks binding of human RUNX1 Runt domain to CBFb | inhibition, % at 20 µM | AID 1496 | Cerulean-Runt/Venus-CBFb FRET ratio 530/480, 1 h | 0.46% of 220,000 active | Q01196+Q13951;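 active = inhibition over about 50% at 20 µM in the single-dose screen, limit read from the data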;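 note: 0% = DMSO wells and 100% = excess unlabeled CBFb competitor control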
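Assay system: Cerulean-tagged RUNX1 Runt domain (FRET donor) fusion protein / Amount: 100 nM each of Venus-CBFb and Cerulean-Runt domain / Medium: Tris buffer pH 7.5 with salts and BSA / Also added: Venus-CBFb 100 nM / Schedule: 1 h complex formation plus 1 h compound treatment, room temperature / Signal: FRET fluorescence / Read-out: loss of energy transfer signal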
p97 ATPase inh: blocks human p97 ATPase activity | P55072 | recombinant p97 ATPase, Kinase-Glo ATP luminescence, 3 h | inhibition, % at 8 µM | 0.42% of 220,000 active; in the data active = inhibition above about 15%;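 note: 0% = DMSO vehicle and 100% = wells lacking enzyme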
NPY Y1 blocker: NPY-Y1 (human) receptor antagonism. HEK293-CNG Y1 cells, membrane potential fluorescence; NPY at EC95, then isoproterenol. inhibition, % at 3.6 µM. 1% of 200,000 active;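 active = inhibition above the campaign mean inhibition of all tested compounds plus 3 SD, cut at about 20% in these data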;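 note: 0% = DMSO wells given NPY plus isoproterenol and 100% = isoproterenol alone without NPY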
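Benchmarks – high control isoproterenol alone, low control NPY with isoproterenol · Material – HEK293 Y1/CNG channel cell line · Times – dye 3 h, compound 60 min room temperature, stimulation 45 min · Probe or stimulus – NPY (25 nM), isoproterenol (1 µM), Ro 20-1724 (25 µM) · Evaluation – % inhibition of NPY effect · Signal – fluorescence, membrane potential probe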
Hck Nef HTS: human Hck-Nef kinase inhibition; P08631; Recombinant Hck-YEEI plus Nef, Z-Lyte FRET kinase assay; inhibition, % at 20 µM; 0.68% of 220,000 active; AID 463187;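 active = Hck-Nef kinase inhibition above about 50%, limit read from the data; inactive = inhibition below that limit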;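 note: 0% = DMSO with Hck plus Nef and 100% = Hck alone without Nef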
RBBP9 inh: blocks human serine hydrolase RBBP9; O75884; 0.2% of 220,000 active; inhibition, % at 7.94 µM; recombinant RBBP9, FP-Rh probe fluorescence polarization;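 active = inhibition above the campaign mean of all tested compounds plus 3 SD, cut at about 14% in these data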;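 note: plate controls were DMSO wells with RBBP9 for no effect and wells lacking RBBP9 protein for full effect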
Target sequence (O75884 whole entry, looked up): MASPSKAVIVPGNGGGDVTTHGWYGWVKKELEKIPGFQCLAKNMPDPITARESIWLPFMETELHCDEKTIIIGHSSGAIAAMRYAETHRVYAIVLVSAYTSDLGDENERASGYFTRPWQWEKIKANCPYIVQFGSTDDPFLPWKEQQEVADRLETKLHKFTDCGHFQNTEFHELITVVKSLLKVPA
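Test system – recombinant human RBBP9 · Input – RBBP9 2.5 µM in dispensing solution, pre-mixing · Medium – Tris buffer pH 8.0, NaCl, Pluronic · Schedule – preincubation 30 min plus labeling 45 min at 25 °C · Measured by – fluorescence polarization · Measure – % inhibition · Controls – DMSO and no-protein wells · Replicates – one well per compound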
Active calls of the source: *; / = no result given.

SMILES	NPY1 pot ag	Mdm2 ligase inh	NPY-Y2 PAM-ag	Runt-SMMHC FRET	Runt-CBFb FRET	p97 ATPase inh	NPY Y1 blocker	Hck Nef HTS	RBBP9 inh
CN1CCN(S(=O)(=O)c2ccc3[nH]c(=O)oc3c2)CC1	-42	-7	-11	-1	-2	6	1	-6	-9
CCC(C)(C)NC(=O)CN(CC1CCCO1)C(=O)CCC(=O)Nc1nccs1 (stereo unspecified)	6	-13	5	-4	3	4	-4	2	-7
CC(C)OP(=O)(c1ccc(N(C)C)cc1)C(O)c1ccccc1F (stereo unspecified)	8	15	1	0	-4	-3	0	0	-5
CCOC(=O)N1CCN(C(=O)CN(Cc2ccccc2)S(C)(=O)=O)CC1	10	-4	-4	0	-1	-8	-5	1	1
CCCn1c(/N=C/c2ccccc2O)nc2ccccc21	-25	-6	-8	0	/	5	-4	1	-2
CNC(=O)NC(=O)C(C)OC(=O)c1cc2c(s1)CCCCC2 (stereo unspecified)	-25	-14	-7	-1	-2	2	-1	0	-8
NC(=O)C1=C[C@@H](c2ccc(C(F)(F)F)cc2)C[C@@H](OCc2ccc(CO)cc2)O1	1	/	-3	0	-4	3	-5	-4	-3
CC(C)N1CCC(N2CCN(C/C=C/c3ccc(F)cc3)CC2CCO)CC1 (stereo unspecified)	-10	-11	2	3	-1	2	-5	5	0
COc1ccc(OC)c(CN2CCC(C(=O)N(C)CCc3ccc(OC)c(OC)c3)CC2)c1	-6	16	-6	-4	1	4	-2	17	-4
Cc1ccc(/C=C/C2=NN(Cc3ccccc3Cl)C(=O)CC2)cc1	-12	-26	-14	-1	-2	-10	11	1	-1
O=C(NCc1ccc(Cl)cc1)c1cc(=O)[nH]c2ccc(S(=O)(=O)N3CCOCC3)cc12	6	-9	1	2	1	1	/	20	-4
S=C(NCc1cccs1)Nc1ccccc1	1	0	-14	-1	2	-3	4	1	-8
Cc1ccc(-n2c(C)cc(/C([O-])=C(/C(=S)Nc3ccc(F)c(Cl)c3)[n+]3ccccc3)c2C)cc1	6	2	11	3	6	4	-2	1	-12
O=C(NC1CCCCC1)NC1CCN(CC(=O)N2CCOCC2)CC1	8	-15	1	3	1	3	1	0	-4
O=c1c2c3c(sc2nc2n1CCCC2)CCCCC3	-7	-18	6	-1	2	-2	7	1	-1
C=CCn1ccc(=NC=C(C#N)C#N)c2ccccc21	1	0	-3	-5	0	7	/	5	-6
CC(C)C(=O)N(c1ccc2oc(=O)sc2c1)S(=O)(=O)c1ccccc1	2	-18	2	63*	58*	-4	0	-2	-5
O=S(=O)(Nc1ccc2c(c1)OCCO2)c1cccc2nsnc12	9	-31	6	4	1	-1	-2	-1	-4
Cc1cc(C)nc(NC(=O)CCCC(=O)O)c1	-3	-7	14	1	-1	-1	3	0	1
Cc1cc(Nc2ccc(Cl)cc2)n(-c2cccc(Cl)c2)n1	-14	-11	-5	2	1	0	11	-17	-11
O=C(CN1CCc2ccccc2C1)NC1CCCC1	-10	-9	-9	3	2	1	4	35	-5
COC(=O)CSc1nc(NCc2ccccc2)nc(N(C)C)n1	-17	-3	-12	0	-2	1	6	4	-5
COc1ccc(OC)c(Nc2nc(NCCC(C)C)nc(N)c2[N+](=O)[O-])c1	2	-4	1	-8	-8	-4	/	13	-10
N/C(=N/OC(=O)c1cccc([N+](=O)[O-])c1)c1cccc([N+](=O)[O-])c1	-5	-11	2	4	0	1	2	19	-7
C=C(C)CSc1nnc2[nH]c(=O)cc(N)n12	0	/	1	/	/	0	3	0	-8
CCOC(=O)c1ccccc1NC(=O)CSc1cccc[n+]1[O-]	31	-12	2	-10	-1	2	8	1	-11
C=CCOC(=O)C1=C(C)NC(=O)NC1c1ccc(OC(=O)c2ccco2)c(OC)c1 (stereo unspecified)	3	-16	15	2	-1	8	2	2	-3
O=C(CN1C(=O)NC2(CCc3ccccc32)C1=O)c1ccc2c(c1)OCCO2 (stereo unspecified)	-3	-8	7	3	1	7	3	-1	-9
COc1ccc(OCc2nnc(NC(=O)Nc3ccccc3F)s2)cc1	-4	/	-9	-2	0	1	/	22	2
COC(=O)C1=C(N)OC2=C(C(=O)CCC2)C1c1ccccc1OC (stereo unspecified)	2	12	8	-1	2	-6	/	5	-7
Cn1c(SCC(=O)N2CCOCC2)nc2sc3c(c2c1=O)CCCC3	-17	18	7	-2	1	8	1	4	-4
O=C(N/N=C/c1ccc[nH]1)c1cc(-c2cccs2)nc2ccccc12	-15	-19	-14	-16	-4	5	3	-6	-3
Cc1cc([N+](=O)[O-])cc(C)c1OCC(=O)N/N=C/c1ccc(OC(=O)c2ccccc2Br)cc1	13	-8	17	3	-1	13	1	8	-6
N#CCCn1cc(C(=O)Nc2ccc([N+](=O)[O-])cc2)c(-c2cccs2)n1	-15	4	3	-3	-3	6	-1	-5	-13
CCC(=O)Nc1ccc(C(=O)OCc2ccccc2)cc1	14	-17	7	-16	-1	4	-5	22	-5
CCOc1ccc(C(C)=O)cc1NC(=O)/C=C\C(=O)O	3	-15	-13	-1	-2	2	-1	-3	3
CCOC(=O)c1c(NC(C)=O)sc2c(OCC(O)CN(CC)CC)c(Br)ccc12 (stereo unspecified)	-181	-8	-82	0	-1	-9	80*	20	-12
CCOc1c2ccc(C(=O)N[C@H](C)C3CCCCC3)cc2nn1CC	11	1	-12	-8	-1	1	3	1	-2
CC(C)Cc1oc(C(=O)O)cc1CN	8	-6	-3	2	3	-1	3	2	1
COc1cccc(-c2nnc(-c3ccco3)o2)c1	13	-41	-1	0	0	2	7	2	-8
CCCOc1cccc(CN2CCCCC2c2cccnc2)c1 (stereo unspecified)	-6	-11	-8	1	0	-1	5	18	-13
COc1ccc(/C=C/C(=O)OCC(=O)NC(=O)NC(C)(C)C)cc1	5	-4	-1	1	-5	0	4	13	-6
CCSCCc1nnc(NC(=O)Nc2cccc(C(F)(F)F)c2)s1	-5	-12	15	2	-1	-6	1	2	-2
COc1ccc(/C=C2/S/C(=N/S(=O)(=O)Cc3ccccc3)NC2=O)cc1OC	-4	1	-35	6	3	4	/	16	5
Cc1ccc(CNC(=O)C(=O)NCC2OCCN2C(=O)c2cccs2)cc1 (stereo unspecified)	-19	-8	-9	5	0	0	-7	0	-8
Fc1ccccc1Nc1nc(Cl)nc(Cl)n1	-9	-2	-12	1	0	1	1	0	-7
N#CC(C(=O)CCN1C(=O)C2CC=CCC2C1=O)c1nc2ccccc2[nH]1 (stereo unspecified)	-29	9	-20	2	2	-3	-12	-1	-12
CC1(C)OC(=O)C2(Cc3ccccc3N3CCCCC32)C(=O)O1 (stereo unspecified)	18	2	-10	1	-2	3	-1	1	-3
C#CCSc1nnc(-c2cc3c(C(F)(F)F)nn(C)c3s2)n1C	-3	-19	-3	0	-2	3	-1	1	-4
O=C(NCC1CCCO1)c1ccccc1NC(=O)c1cccc2ccccc12 (stereo unspecified)	-2	-1	-2	0	1	1	3	-1	-2
O=C(COc1ccccc1)Nc1ccc(S(=O)(=O)N2CCCC2)cc1	-6	-7	3	1	0	2	-6	1	7
Cc1cc(C(=O)COC(=O)c2ccc[nH]c2=O)c(C)n1-c1ccccc1	-12	-65	1	4	-3	-7	-4	-5	-16
COc1ccc(N(C(=O)CNC(=O)c2cccs2)C(C(=O)NCC2CCCO2)c2ccccc2)cc1 (stereo unspecified)	-6	2	-10	1	0	-6	-2	22	2
COc1ccc(-c2cc(C(F)(F)F)n3ncc(C(=O)NCC4CCCO4)c3n2)cc1 (stereo unspecified)	11	-11	-13	62	14	-4	7	0	-6
Cc1ccccc1NC(=S)N/N=C/C(C)c1ccccc1 (stereo unspecified)	1	-27	-2	7	8	3	-3	25	-4
COc1ccc(CCN2CC(C(=O)NC3CCCCC3)CC2=O)cc1OC (stereo unspecified)	2	-7	2	-5	1	1	-1	-21	-4
